# Screens as filed in PubChem.
# L3MBTL1 block: blocks human L3MBTL1 | Q9Y468 | 230,000 tested, 0.66% active | AlphaScreen L3MBTL1–H3K9me1 peptide binding | Potency, µM (top dose mostly 57.1 µM), inactives show top-dose activity, negative = inhibition, hits mostly inhibitors | AID 485360; active = well fitted inhibition curve with a large enough effect; inconclusive = small, poorly fitted or top-dose-only effect; inactive = no such curve, though single readings can be large or run the other way; note: nearly all actives have a fitted effect of over 60% in size
# Target sequence (Q9Y468 whole entry, looked up): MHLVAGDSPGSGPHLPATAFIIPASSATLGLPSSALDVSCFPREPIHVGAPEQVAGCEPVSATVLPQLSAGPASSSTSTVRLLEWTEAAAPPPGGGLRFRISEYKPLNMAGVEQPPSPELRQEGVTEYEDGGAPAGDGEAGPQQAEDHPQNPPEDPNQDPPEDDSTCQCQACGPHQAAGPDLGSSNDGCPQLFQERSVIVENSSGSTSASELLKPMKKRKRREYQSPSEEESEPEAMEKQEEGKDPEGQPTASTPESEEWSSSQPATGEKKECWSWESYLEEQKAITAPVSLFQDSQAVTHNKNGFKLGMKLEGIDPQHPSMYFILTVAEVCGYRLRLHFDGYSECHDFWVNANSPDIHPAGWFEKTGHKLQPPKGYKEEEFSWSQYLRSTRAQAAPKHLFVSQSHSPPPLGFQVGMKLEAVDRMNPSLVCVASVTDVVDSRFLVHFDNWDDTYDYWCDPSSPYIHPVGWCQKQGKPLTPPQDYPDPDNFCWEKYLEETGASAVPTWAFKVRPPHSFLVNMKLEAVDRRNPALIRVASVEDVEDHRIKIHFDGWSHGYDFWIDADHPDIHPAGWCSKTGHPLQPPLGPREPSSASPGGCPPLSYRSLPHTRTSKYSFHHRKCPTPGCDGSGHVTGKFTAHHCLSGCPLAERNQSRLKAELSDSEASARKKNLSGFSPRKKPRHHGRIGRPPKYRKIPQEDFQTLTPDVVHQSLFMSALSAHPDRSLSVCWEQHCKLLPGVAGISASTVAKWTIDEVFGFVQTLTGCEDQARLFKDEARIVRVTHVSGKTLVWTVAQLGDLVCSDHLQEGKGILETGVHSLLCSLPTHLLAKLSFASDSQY
#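 Displacement of a biotinylated histone H3(1-15) peptide monomethylated at Lys9 (75 nM) from L3MBTL1 (50 nM) was measured by AlphaScreen after a 30 min room-temperature compound incubation; cefsulodin titration served as intraplate control.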
# The depositor's hits bear a star; u = inconclusive; [ ] = remark or other dose. % is set by controls: 0 for no effect and ±100 for the full control effect; potency is the fitted concentration of half-maximal effect. An excerpt. The share of hits here may be higher or lower than overall.
nr	compound	L3MBTL1 block
1	CCOC(=O)C1CCCN(S(=O)(=O)CCNC(=O)c2cccc(OC)c2)C1 (configuration not stated)	-4%
2	COc1ccc(-c2cn(Cc3ccc(C)cc3)nn2)cc1	-3%
3	COc1ccccc1CCC(=O)N1CCN(S(=O)(=O)c2cccc(F)c2)CC1	7%
4	O=C(Nc1cccc2ncccc12)c1ccccc1[N+](=O)[O-]	-1%
5	NC(=O)COC(=O)[C@H](Cc1ccccc1)NS(=O)(=O)c1ccc2c(c1)OCCO2	-3%
6	CCCCC/C=C/C1=CC(=O)C[C@H](c2ccc3c(c2)OCO3)C1	13%
7	Cc1cccn2c(=O)nc(SCC(=O)Nc3cccc4ccccc34)nc12	1%
8	CCCCN(C1CCS(=O)(=O)C1)S(=O)(=O)c1cc(C)ccc1C (configuration not stated)	0%
9	O=C(CSc1nc2ccccc2nc1N1CCOCC1)N1CCN(c2ccccc2)CC1	-5%
10	CC(C)(CNC(=O)c1cc2c(s1)CCCC2)N1CCOCC1	1%
11	CN(CC(=O)Nc1ccc(F)cc1)C(=O)c1cccc(NS(=O)(=O)c2ccccc2)c1	4%
12	Cc1ccc2c(CC(=O)Nc3ccc(F)c(S(=O)(=O)N4CCOCC4)c3)coc2c1	-7%
13	Cc1cc(Br)c(NC(=O)CSc2n[nH]c(N)n2)c(Br)c1	-1%
14	COc1ccc(C(=O)CCc2ccccc2O)c(OC)c1	0%
15	COC(=O)C1=CN(Cc2ccc(OC)cc2)C=C(C(=O)OC)C1c1ccc(O)c(OC)c1	1%
16	Cn1ccc(NC(=O)c2ccc([N+](=O)[O-])cc2)n1	2%
17	O=C(NNC(=O)C12CC3CC(CC(Cl)(C3)C1)C2)c1ccncc1	1%
18	CCc1ccc(NC(=O)C(C)OC(=O)Cc2cc(OC)c(OC)c(OC)c2)cc1 (configuration not stated)	-16%
19	CCOc1ccc(-c2cccc(NS(=O)(=O)c3cc([N+](=O)[O-])ccc3C)c2)nn1	-2%
20	COc1cc(NC(=O)COc2cccc3c2OC(C)(C)C3)cc(OC)c1OC	2%
21	CCOc1ccc(OCC)c(S(=O)(=O)NCc2ccccc2)c1	1%
22	CC(C)(C)N(Cc1ccccc1)C(=O)CN1C(=O)c2ccccc2S1(=O)=O	6%
23	CC(C)N1CC(C(=O)Nc2ccc(Cl)c(Cl)c2)CC1=O (configuration not stated)	4%
24	COc1cc(C2C(C(=O)c3ccc(C)o3)=C(O)C(=O)N2Cc2ccccc2)ccc1O (configuration not stated)	-3%
25	COc1cc(C(=O)NNC(=O)c2cc(S(=O)(=O)N(C)C)ccc2N2CCCC2)cc(OC)c1OC	-3%
26	CCOCCCNC(=O)C1CCN(Cc2ccc(OCc3ccccc3)c(OC)c2)CC1	0%
27	O=[N+]([O-])c1ccc(N2CCN(Cc3ccc([N+](=O)[O-])o3)CC2)cc1	-5%
28	COc1cc(/C=C/C(=O)OCC(=O)Nc2cccc(F)c2)ccc1O	-1%
29	CN1CCN(CCC(=O)N/N=C/c2ccccn2)CC1	15%
30	Cc1noc(C)c1COC(=O)c1csc2c1CCC(C)C2 (configuration not stated)	42%[activator]

# As entered above:
# Entry of cpd 17 under L3MBTL1 block: 1%
# Entry of cpd 23 under L3MBTL1 block: 4%
# Entry of cpd 26 under L3MBTL1 block: 0%
# Entry of cpd 21 under L3MBTL1 block: 1%

# Next structures.
nr	compound	L3MBTL1 block
31	Cc1ccc2c(c1)N(Cc1cccc(F)c1)C(=O)C(C)O2 (configuration not stated)	10%
32	COc1cc(NC(=O)c2ccccc2)ccc1NC(=O)Cc1ccccc1	3%
33	Cc1ccc(-n2ncc3c(=O)n(CC(=O)N4CCN(C(=O)c5ccco5)CC4)cnc32)cc1	3%
34	COc1ccc([C@H]2CC(=O)C=C(c3ccc(CO)cc3)C2)cc1	-3%
35	CN(C(=O)COC(=O)CNC(=O)c1sc2ccccc2c1Cl)C1CCS(=O)(=O)C1 (configuration not stated)	-3%
36	Cc1cc(C(=O)Nc2cccc(C)c2C)c2ccccc2n1	6%
37	COc1ccc(S(=O)(=O)N2CCCCCC2)cc1C(=O)N(C)CC(=O)Nc1ccccc1Br	-1%
38	O=C(NC(=S)Nc1sc2c(c1C(=O)O)CCCC2)c1ccccc1	-1%
39	CCN(CC)S(=O)(=O)c1cccc(C(=O)OCC(=O)NCCN2C(=O)CSC2=O)c1	3%
40	COc1ccc(C2c3[nH]c4ccccc4c3CCN2C(=O)c2ccccc2C(C)=O)c(F)c1 (configuration not stated)	-5%
41	Cc1ccc(O)c(CNc2nc3ccccc3[nH]2)c1	-1%
42	CC(C)c1ccc(S(=O)(=O)Nc2ccc(-n3cnnn3)cc2)cc1	1%
43	CCOc1ccccc1CNc1nnnn1C	5%
44	Cc1ccc(S(=O)(=O)N2CCC(C(N)=O)CC2)cc1[N+](=O)[O-]	1%
45	COc1cccc(CN2CCN(c3ncccn3)CC2)c1OC	10%
46	CCN1C(=O)[C@H]2[C@@H](c3ccc(C)cc3)N3C(=O)N(c4cccc(Cl)c4)C(=O)[C@@]3(C)[C@H]2C1=O	8%
47	Cn1cc(C(=O)C(=O)NCCc2ccccc2)c2ccccc21	3%
48	O=C(COC(=O)/C=C/c1cccc(C(F)(F)F)c1)NCCN1C(=O)CSC1=O	u
49	COc1cccc(-c2ncc3ccccc3c2COC(=O)N2CCCCC2)c1	0%
50	COc1ccc(S(=O)(=O)N2CCOCC2)cc1NC(=O)COc1ccc2ccc(=O)oc2c1	-2%
51	O=C(CNc1cccc(S(=O)(=O)N2CCCC2)c1)Nc1ccc(C(F)(F)F)cc1	-10%
52	Cc1cc(C)cc(NC(=O)Cc2ccc(S(=O)(=O)N3CCCC3)s2)c1	5%
53	Cc1ccc(N2CC(C(=O)Nc3cccc(C(=O)NC4CC4)c3)CC2=O)cc1 (configuration not stated)	u
54	COC(=O)c1ccccc1NC(=O)C1CCN(C(=O)N2CCOc3ccccc32)CC1	12%
55	COc1cc(F)ccc1S(=O)(=O)N1CCN(Cc2ccccc2)CC1	1%[2.29 µM]
56	CCN(CC(=O)NCc1ccc(Cl)cc1)C(=O)CSc1ccccc1F	2%
57	CCC1(c2ccc(F)cc2)NC(=O)N(CC(=O)Nc2cccc(S(=O)(=O)N3CCCCC3)c2)C1=O (configuration not stated)	0%
58	CCCOc1ccc(C(F)(F)F)cc1NS(=O)(=O)c1ccc(Cl)nc1	14%
59	CC(C)[C@@]1(c2ccc(Cl)cc2)ON(c2ccccc2C(F)(F)F)C1=O	40%[activator]
60	Cc1cccc(NC(=O)c2nc[nH]c2C(=O)NCCCCCNC(=O)OC(C)(C)C)c1	-1%

# Grouped by structure: the compounds so far with an NH in an aromatic ring (four)
nr	compound	L3MBTL1 block
13	Cc1cc(Br)c(NC(=O)CSc2n[nH]c(N)n2)c(Br)c1	-1%
40	COc1ccc(C2c3[nH]c4ccccc4c3CCN2C(=O)c2ccccc2C(C)=O)c(F)c1 (configuration not stated)	-5%
41	Cc1ccc(O)c(CNc2nc3ccccc3[nH]2)c1	-1%
60	Cc1cccc(NC(=O)c2nc[nH]c2C(=O)NCCCCCNC(=O)OC(C)(C)C)c1	-1%

# Structural class, those above with a furan ring, fused or not (four)
nr	compound	L3MBTL1 block
12	Cc1ccc2c(CC(=O)Nc3ccc(F)c(S(=O)(=O)N4CCOCC4)c3)coc2c1	-7%
24	COc1cc(C2C(C(=O)c3ccc(C)o3)=C(O)C(=O)N2Cc2ccccc2)ccc1O (configuration not stated)	-3%
27	O=[N+]([O-])c1ccc(N2CCN(Cc3ccc([N+](=O)[O-])o3)CC2)cc1	-5%
33	Cc1ccc(-n2ncc3c(=O)n(CC(=O)N4CCN(C(=O)c5ccco5)CC4)cnc32)cc1	3%

# Carrying on:
nr	compound	L3MBTL1 block
61	O=C(COC(=O)c1ccc(Cl)nc1)Nc1c(Cl)cccc1C(F)(F)F	-5%
62	COc1cccc(NC(=O)CN(C)C(=O)c2cc(C)on2)c1	-9%
63	Nc1c(N(Cc2ccco2)C(=O)COc2ccccc2F)c(=O)[nH]c(=O)n1Cc1ccccc1	1%
64	Cc1ccc(NC(=O)CSCC(=O)NCCc2ccccc2)c(C)c1	5%
65	N#Cc1ccccc1S(=O)(=O)N1CCN(C(=O)CN2CCCSc3ccccc32)CC1	5%
66	O=C(COC(=O)c1ccccc1)Nc1cccc(S(=O)(=O)N2CCCCC2)c1	4%
67	CCCCn1c(N)c(N(CC)C(=O)C2CCC2)c(=O)[nH]c1=O	-1%
68	O=C(C[C@@H]1C/C=C\C[C@@H](Cc2ccc(F)cc2)C(=O)OCCNC1=O)NCCO	6%
69	O=C(CSc1n[nH]c(-c2cccs2)n1)NCCc1ccccc1	13%
70	CCNc1nnc(SCC(=O)c2c(N)n(C3CC3)c(=O)[nH]c2=O)s1	7%
71	COc1cccc(-c2nc3ccc(C(=O)NC(C)Cc4cccnc4)cc3o2)c1 (configuration not stated)	3%
72	CCCCN(C(=O)CSCC(=O)Nc1ccc(C)cc1)c1c(N)n(CCCC)c(=O)[nH]c1=O	2%
73	CCN(C[C@H]1N[C@@](C)(C(=O)OC)[C@H]2C(=O)N(C)C(=O)[C@@H]12)C(C)=O	2%
74	COc1cc2c(C#CCCCO)c(-c3ccc(C#N)cc3)oc(=O)c2cc1OC	4%
75	C[C@@]12C(=O)N(CCO)CC(=O)N1[C@H](/C=C/c1ccccc1)[C@@H]1C(=O)N(c3ccccc3)C(=O)[C@@H]12	-5%
76	CC(Sc1ccccc1F)C(=O)Nc1ccc2c(c1)OCCO2 (configuration not stated)	-2%
77	COc1ccc(CCNC(=O)c2ccc(OCc3c(C)noc3C)cc2)cc1OC	-2%
78	OC(c1ccccc1)(c1ccccc1)c1ccn[nH]1	-1%
79	COc1ccccc1OCCNC(=O)c1ccc2c(c1)OCCO2	5%
80	CN1CCN(c2ccc(NC(=O)c3cccc(S(=O)(=O)N4CCCC4)c3)cc2)CC1	-1%
81	CC1CCCCN1S(=O)(=O)Cc1ccccc1Cl (configuration not stated)	3%
82	CCOc1cc(N2CCOCC2)c(OCC)cc1NC(=O)CN1C(=O)NC2(CCCCC2)C1=O	-8%
83	O=C(CNC(=O)c1cccc(F)c1)OCCOc1cccc(Cl)c1	7%
84	Cc1ccc(NC(=O)CN(C)C(=O)COC(=O)CNS(=O)(=O)c2ccc(F)c(F)c2F)cc1	-12%
85	COc1ccccc1NC(=O)CNC(=O)CC12CC3CC(CC(C3)C1)C2	3%
86	O=C(OCC(=O)N1CCCc2ccccc21)c1c(F)cccc1F	5%
87	Cc1ccc(C2(C)NC(=O)N(CC(=O)NC3CCCCC3)C2=O)cc1 (configuration not stated)	10%
88	CC(O)CNc1nc2c(c(=O)n(Cc3cccc(Cl)c3)c(=O)n2C)n1C (configuration not stated)	3%[2.29 µM]
89	O=C1CC(N2CCN(c3ccccc3)CC2)C(=O)N1c1cccc(Cl)c1 (configuration not stated)	-6%
90	COc1cc(NC(=O)Cc2ccccc2)ccc1NC(=O)c1ccccc1	4%
91	COC(=O)C1CCN(S(=O)(=O)CCNC(=O)c2ccc(F)cc2)CC1	3%
92	CN(CC(=O)Nc1cccc(F)c1)C(=O)CN1C(=O)C2CCCCC2C1=O (configuration not stated)	-2%
93	Cc1ccc(S(=O)(=O)NCC(=O)NNC(=O)c2ccccc2Cl)cc1C	27%
94	O=C(Cn1nnc(-c2ccccc2)n1)Nc1cccc(S(=O)(=O)N2CCCC2)c1	-7%
95	CC1CCCCC1NC(=O)CSC1=Nc2ccccc2C2CC=NN12 (configuration not stated)	1%
96	COc1ccc(CN2CCN(Cc3ccc(C(F)(F)F)cc3)CC2)cc1	-4%
97	Cc1ccc(NC(=O)Cn2cc(C=O)c3ccccc32)cc1	1%
98	COCCCN(C(=O)c1cc(C)oc1C)c1c(N)n(CC(C)C)c(=O)[nH]c1=O	-2%
99	CN1C(=O)[C@H]2[C@@H](/C=C/c3ccccc3)N3C(=O)CN(CC4CC4)C(=O)[C@@]3(C)[C@H]2C1=O	6%
100	CCOc1ccc(N2CC(C(=O)NCCCc3ccccc3)CC2=O)cc1 (configuration not stated)	-3%
101	CCOC(=O)C1=C(COC(=O)Cc2c(F)cccc2Cl)NC(=O)NC1C (configuration not stated)	0%
102	CCOc1ccc(S(=O)(=O)N2CCN(c3ncccn3)CC2)cc1	3%
103	COc1cccc(CN(C)C(=O)c2ccccc2SCC(=O)N2CCCC2)c1	9%
104	CC(Oc1cccnc1[N+](=O)[O-])C(=O)Nc1ccc(F)cc1 (configuration not stated)	-6%
105	COc1ccc(S(=O)(=O)N2CCN(C(=O)c3cc(C)on3)CC2)cc1	1%
106	Cc1ccc2cccc(OCC(=O)Nc3cccc(S(=O)(=O)N4CCCC4)c3)c2n1	-1%
107	CCOC(=O)C1=CC[C@@H](c2cccc(C)c2)N(S(=O)(=O)c2ccc(C)cc2)[C@H]1C(=O)OCC	13%
108	CCN(Cc1ccccc1)C(=O)c1cccc(S(=O)(=O)N2CCN(Cc3ccccc3)CC2)c1	-10%
109	CC(N=C1NS(=O)(=O)c2ccccc21)C(=O)Nc1ccc(F)cc1Cl (configuration not stated)	8%
110	COc1ccccc1[C@@]1(C)ON(c2ccccc2C(F)(F)F)C1=O	19%
111	COc1ccc(COC(=O)CNC(=O)C2CCCCC2)cc1F	-1%
112	CCN(C(=O)CSc1nncn1-c1ccccc1)C1CCS(=O)(=O)C1 (configuration not stated)	3%
113	Cc1ccnc(NC(=O)CCCNC(=O)c2ccc(Cl)cc2)c1	6%
114	CCOc1ncccc1C(=O)Nc1cc(S(=O)(=O)N2CCCCCC2)ccc1OC	-3%
115	COc1cc2c(C#CCCO)c(-c3ccc(C#N)cc3)oc(=O)c2cc1OC	4%
116	COc1ccc(CC(=O)NNC(=O)COc2ccc(C)cc2)cc1S(=O)(=O)N1CCOCC1	-5%
117	COc1ccc2[nH]c3c(c2c1)CCN1C(=O)N([C@@H](C)C(=O)NCC2CCCO2)C(=O)[C@]31C (some centres not stated)	2%

# Along the list, as entered above:
# Nos. 79–89 in L3MBTL1 block: 5%, -1%, 3%, -8%, 7%, -12%, 3%, 5%, 10%, 3%[2.29 µM], -6%
